From PubChem BioAssay
GLP1R cytotox – cytotoxicity counter-screen for GLP-1 receptor inverse agonists; HEK293 cAMP-luciferase reporter cells, luminescence, 24 h; Potency, µM (highest dose often 38.3 µM), without a hit: at the highest dose activity change, negative = inhibition, actives largely listed as inhibitors; 410,000 tested, 0.13% active;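 further: loss of luciferase light is scored as toxicity; potency means the concentration at half of the fitted maximal effect; on the % scale 0 is the no-effect control and ±100 the full control effect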
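Luminescence readout: signal drop marks cytotoxicity. Plated cells grew 12 h at 37 °C, 5% CO2, received 23 nL compound for 24 h, then got luciferase reagent, read after 12 min at RT.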
D3 antag – D3 dopamine receptor (human) antagonism. P35462. D3R cells, DiscoveRx beta-arrestin luminescence, antagonist mode; hits give low values. max response, negative = inhibition, %. 360,000 tested, 2.5% active. AID 652054; in the data active means max response below about -50%; inconclusive means no clear call, values can overlap the other calls; further: on the % scale 0 is the no-effect control and ±100 the full control effect; mostly tested at two doses, the higher about 12 µM
Target sequence (P35462 whole entry, looked up): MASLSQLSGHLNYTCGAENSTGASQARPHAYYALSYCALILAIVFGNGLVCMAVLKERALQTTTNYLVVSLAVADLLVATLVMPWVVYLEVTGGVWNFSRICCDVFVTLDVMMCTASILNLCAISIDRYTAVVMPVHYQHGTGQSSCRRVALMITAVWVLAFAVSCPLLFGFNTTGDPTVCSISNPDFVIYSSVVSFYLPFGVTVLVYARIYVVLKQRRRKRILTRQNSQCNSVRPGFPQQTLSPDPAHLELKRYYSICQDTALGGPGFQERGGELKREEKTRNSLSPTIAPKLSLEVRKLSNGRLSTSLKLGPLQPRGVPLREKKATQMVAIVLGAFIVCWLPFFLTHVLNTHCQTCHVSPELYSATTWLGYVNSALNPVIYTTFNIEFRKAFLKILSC
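Cells expressing the human receptor were seeded at 1500 cells/well, incubated overnight at 37 degrees C in 5% CO2, then exposed to library compounds with dopamine controls for 90 minutes at 37 degrees C before luminescent detection.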
PTHR1 ag – agonists of human PTHR1 parathyroid hormone receptor; Q03431; HEK293 GP2 PTHR1 cells, GloSensor cAMP luminescence, 1 h; Potency, µM (top dose mostly 115 µM), without a hit: at the highest dose activation, hits mostly activators; 410,000 tested, 0.075% active; AID 743266; further: potency means the concentration at half of the fitted maximal effect; nearly all actives have a fitted effect of over 55% in size; some results filed as inactive show a strong effect at the top dose; inactives centre near -15; many of its hits are not listed in these tables
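HEK-293-derived GP2 cells expressing PTHR1 and a GloSensor cAMP reporter, 3,000/well, plated overnight, given luciferin plus IBMX (each 0.5 mM as added) for 1 h at 37 °C, then compound for 1 h at 37 °C. Luminescence was read after 15 min at room temperature.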
GLP1R ag – GLP-1 receptor (human) agonism; Potency, µM (top dose mostly 45.6 µM), without a hit: at the highest dose activation, most hits filed as activators; 380,000 tested, 0.007% active; HEK293 GLP-1R CRE-luciferase, luminescence, 4-6 h; cells express a hypersensitive GLP-1R form; AID 624172; further: potency means the concentration at half of the fitted maximal effect; % of control where 0% means no effect
Target sequence (P43220 whole entry, looked up): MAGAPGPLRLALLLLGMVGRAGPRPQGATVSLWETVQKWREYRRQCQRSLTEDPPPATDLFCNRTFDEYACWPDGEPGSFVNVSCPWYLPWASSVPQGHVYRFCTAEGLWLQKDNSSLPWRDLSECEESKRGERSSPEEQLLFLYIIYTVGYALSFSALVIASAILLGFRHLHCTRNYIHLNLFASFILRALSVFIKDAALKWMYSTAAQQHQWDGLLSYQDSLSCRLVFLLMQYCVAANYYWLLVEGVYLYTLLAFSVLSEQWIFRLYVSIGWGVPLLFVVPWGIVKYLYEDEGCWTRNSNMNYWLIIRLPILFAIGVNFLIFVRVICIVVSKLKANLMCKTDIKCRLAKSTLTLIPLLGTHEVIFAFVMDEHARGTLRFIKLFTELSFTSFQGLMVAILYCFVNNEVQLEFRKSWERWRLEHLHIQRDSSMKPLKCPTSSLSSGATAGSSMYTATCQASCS
D3 ag – agonists of human D3 dopamine receptor | D3R DiscoveRx beta-arrestin cells, luminescence, 90 min | max activation, % | 410,000 tested, 0.58% active | AID 652048; in the data active means max activation above about 30%; further: 0% is about no effect; mostly tested at two doses, the higher about 12 µM
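Agonist-mode cell screen: cells plated at 1500/well and incubated overnight at 37 °C, then exposed to library compounds for 90 min at 37 °C. Detection reagent was added for 30–60 min at room temperature, and luminescence was read.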
GLP1R inv ag – inverse agonists of human GLP-1 receptor; 410,000 tested, 1.6% active; AID 624417; P43220; Potency, µM (doses to about 38.3 µM), without a hit: at the highest dose activity change, negative = inhibition, hits mostly inhibitors; HEK293 GLP-1R CRE-luciferase, luminescence, 24 h; GLP-1R form is constitutively active; further: potency means the concentration at half of the fitted maximal effect; on the % scale 0 is the no-effect control and ±100 the full control effect; nearly all actives have a fitted effect of over 55% in size
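HEK293 cells stably co-expressing constitutively active GLP-1R and a cAMP-responsive luciferase reporter were seeded in DMEM with 10% Nu serum, given compounds after 12 h, and incubated 24 h at 37 deg C. Luminescence was then read.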
KB-V1 cytotox – kills drug-selected multidrug resistant KB-V1 cells; KB-V1 MDR cells viability, CellTiter-Glo, 72 h; 400,000 tested, 3.4% active; AID 1347076; Potency, µM (top dose mostly 46.1 µM), inactives show at the highest dose activity change, negative = cytotoxicity, hits mostly cytotoxic; further: potency means the concentration at half of the fitted maximal effect; on the % scale 0 is the no-effect control and ±100 the full control effect; nearly all actives have a fitted effect of over 60% in size
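Readout: CellTiter-Glo luminescence, 10 min after addition. Cells: KB-V1 MDR subline, 72 h at 37 degrees C with compound. Analysis: corrected, normalized data fitted to concentration-effect curves.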
TDP-43 yeast inh – inhibitors of TDP-43 toxicity in yeast; TDP-43 expressing yeast growth rescue, BacTiter-Glo, 24 h; Potency, µM (doses to about 46.1 µM), for inactives: at the highest dose growth rescue (activation), usual class: activators; 410,000 tested, 1.8% active; further: potency means the concentration at half of the fitted maximal effect; % of control where 0% means no effect; nearly all actives have a fitted effect of over 50% in size
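Growth rescue of TDP-43-toxic yeast measured as ATP luminescence (BacTiter-Glo). Cells grown to mid-log in raffinose, induced in galactose at OD600=0.02, exposed to compound 24 hr at 30 deg C.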
aSyn yeast inh – inhibitors of alpha-synuclein toxicity in yeast | Yeast expressing alpha-synuclein, growth rescue, BacTiter-Glo, 24 h | Potency, µM (top dose mostly 46.1 µM), for the others: at the highest dose growth rescue (activation), hits mostly activators | 370,000 tested, 0.14% active | AID 652106; further: potency means the concentration at half of the fitted maximal effect; % of control where 0% means no effect; nearly all actives have a fitted effect of over 65% in size
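Rescue of yeast growth: cells expressing toxic alpha-synuclein, induced in galactose at OD600 0.02, incubated with compound 24 h at 30 C. ATP luminescence quantified growth; inhibitors of toxicity appear as activators.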
Starred values were filed as active, the others as inactive; i = inactive; ? = inconclusive; nt = not tested or not shown; [ ] = remark or other dose. Unless noted, the call rests on the fitted dose curve; in most records, active means well fitted curve in the direction sought with a large enough effect; inconclusive means small, poorly fitted or top-dose-only effect, or another doubt; inactive means no such curve, though single readings can be large; an effect the other way counts as inactive or inconclusive. Only part of the results is shown, so the mix of outcomes need not match the whole.

SMILES | GLP1R cytotox | D3 antag | PTHR1 ag | GLP1R ag | D3 ag | GLP1R inv ag | KB-V1 cytotox | TDP-43 yeast inh | aSyn yeast inh
COc1ccc(Cl)cc1C(=O)NNC(=O)CCNS(=O)(=O)c1ccccc1 | -3% | 1 | -17% | 5% | 2 | ? | 9% | -6% | -7%
O=C(Cc1ccccc1)NCC(=O)N1CCC2(CC1)NCCc1[nH]cnc12 | 3% | 27 | i | -9% | 2 | 5% | 11% | 4% | -5%
CC(=O)c1ccc(NC(=O)CN2CCC(NC(=O)C3CCCCC3)CC2)cc1 | 0%[7.66 µM] | 17 | i | 1% | 0 | -4%[7.66 µM] | ? | 2% | -3%
Cc1ccc(S(=O)(=O)N2CCN(C(C(=O)Nc3ccc(F)cc3)c3ccccc3)CC2)cc1 (stereo not given) | 0% | 23 | i | -8% | 0 | ? | 3% | 1% | 7%
COc1ccc(S(=O)(=O)N2CCC(C(=O)NCC3CCCO3)CC2)cc1 (stereo not given) | -3% | -16 | i | 0% | -5 | 0% | -20% | -11% | -1%
C[C@@H]1NC(=O)[C@H](CCCN=C(N)N)NC(=O)c2cc([N+](=O)[O-])cc(I)c2NCCC[C@@H](C(N)=O)NC1=O | ? | 4 | 0% | 6% | -2 | 1% | 14% | -5% | 0%
CN(C(=O)c1ccc2c(Cl)c3c(nc2c1)CCC3)c1ccccc1 | -8% | 6 | -33%[inhibitor] | 20% | 1 | ? | 0% | 11% | ?
CSCCC(NS(=O)(=O)c1ccc(C)cc1)C(=O)N(C)CC(=O)Nc1ccccc1Br (stereo not given) | -19% | 12 | -24% | 2% | 6 | ? | -3% | 0% | 4%
O=C(O)c1cc(=S)nc[nH]1 | -12% | -19 | 17% | 1% | -4 | 2% | 20% | -12% | -3%
COC(=O)c1ccc(S(=O)(=O)N2CCC(c3nc4ccccc4o3)CC2)cc1 | -33% | 7 | i | -2% | 3 | -13% | 0% | -8% | 3%
CCCCOC(=O)C1=C(C)NC(=O)NC1c1ccc(N(C)C)cc1 (stereo not given) | 5% | 31 | i | 11% | 6 | 21% | -10% | 8% | -4%
CCN(CC)c1ccc(NC(=O)COC(=O)c2ccc3ccccc3n2)cc1 | -20% | -27 | i | -8% | 5 | 7% | 16% | -5% | -2%
COC(=O)c1ccc(S(=O)(=O)c2ccc([N+](=O)[O-])cc2)cc1 | 5% | 14 | i | -8% | 0 | 14% | -4% | 19% | 6%
O=C(Nc1ccccc1)Nc1ccno1 | 15% | 9 | i | -3% | 19 | 0% | -4% | -4% | 4%
Cc1ccc(-n2ncc(C(=O)Nc3ccc4c(c3)OCCO4)c2C2CCN(C(=O)OC(C)(C)C)CC2)cc1C | -3% | nt | -13% | nt | 2 | 8% | -14% | 0% | nt
CC(=O)c1cccc(NC(=O)C2CCN(S(=O)(=O)c3c(C)n[nH]c3C)CC2)c1 | 2% | 15 | i | -1% | -3 | 4% | 30% | -7% | 2%
Cc1cc(C)nc(NC(=O)c2cc(-c3ccc4c(c3)OCO4)nc3ccccc23)c1 | -8% | -7 | ? | -19% | 15 | ? | ? | -12% | -6%
CCCC(=O)Nc1ccc(Nc2ccccc2)cc1 | 10% | -15 | i | -10% | 1 | 2% | 25% | 20% | -1%
COc1ccc(NC(=O)Nc2nnc(Cc3ccc(F)cc3)s2)cc1 | -4% | -7 | i | 5% | -5 | -9% | -9% | -22% | -5%
O=C(COC(=O)c1cc([N+](=O)[O-])ccc1N1CCOCC1)c1ccc(OC(F)F)cc1OC(F)F | -21% | 18 | i | 17% | 2 | -29% | ? | -17% | 9%
Cc1ccc(N2CCN(C(C(=O)Nc3c(C)cccc3C)c3cccc(F)c3)CC2)cc1 (stereo not given) | 3% | 22 | -14% | nt | 2 | 24% | -30% | 29% | 6%
CCOC(=O)[C@@H]1[C@H]2COc3cc(OC)ccc3[C@H]2N2C(=O)N(c3ccc(F)cc3)C(=O)[C@@]12C | 4% | 0 | -20% | -1% | 4 | 12% | 3% | 2% | 1%
COc1cccc(/C=c2\s/c(=C\C(=O)C(C)(C)C)[nH]c2=O)c1 | -2%[7.66 µM] | -4 | -27% | 0% | 3 | 6%[7.66 µM] | 15µM* | 11% | 2%
CCOC(=O)c1c(CC(C)C)csc1NC=O | 2% | 0 | -16%[57.5 µM] | ? | 6 | 32% | 4.6µM* | ? | 2%
CCOC(=O)c1c(C)oc2nc(C)nc(NC(C)c3ccccc3)c12 (stereo not given) | 10% | nt | -1% | nt | -13 | 11% | -8% | -1% | nt
(listing goes on)
SMILES | GLP1R cytotox | D3 antag | PTHR1 ag | GLP1R ag | D3 ag | GLP1R inv ag | KB-V1 cytotox | TDP-43 yeast inh | aSyn yeast inh
COC(=O)c1ccc(NC(=O)Nc2ccc(C)cc2)cc1 | -7% | 9 | -13%[57.5 µM] | -9% | -10 | ? | 5% | -8% | -12%
CCCC(=O)N1CCC1(C)C(=O)NS(=O)(=O)c1ccc(F)cc1F (stereo not given) | 9% | -13 | -13% | -6% | -6 | 10% | 1% | 7% | -2%
O=C1N/C(=C/c2cccs2)C(=O)N1Cc1ccc(Br)cc1 | -2% | 10 | -3% | 0% | 5 | -3% | 2% | 13% | 13%
CCOc1ccc2nc(SCC(=O)Nc3ccc(S(=O)(=O)N4CCCC4)cc3)c(C)cc2c1 | 4% | -3 | -12% | -1% | 3 | 4% | -1% | 3% | 1%
CCOC(=O)CSc1nc(C)c2cc(C)c(C)cc2n1 | 3% | 13 | -26% | 11% | 6 | ? | -2% | 14% | 5%
O=C(c1cccc(S(=O)(=O)N2CCN(c3ccc(F)cc3)CC2)c1)N1CCN(c2ccccc2O)CC1 | -5% | ? | -9% | -2% | -2 | ? | 8% | -21% | -3%
CCCC(=O)Nc1ccc(-c2ccc(NC(=O)CCC)cc2)cc1 | -17% | 12 | i | -11% | 0 | 14% | 6% | 1% | -14%
CCCCCCCC(=O)NN1CCOCC1 | -9% | 17 | -3%[57.5 µM] | 5% | -12 | 12% | -1% | -31%[inhibitor] | -8%
CC1CC1C(=O)Nc1nc(-c2ccc(Cl)s2)cs1 (stereo not given) | -6% | -3 | -80%[inhibitor] | 4% | -1 | ? | 13µM* | -9% | -20%
CCOc1ccc(Cl)cc1/C=N/NC(=O)CNC(=O)c1ccccc1 | 7% | ? | -5% | 5% | -11 | -29% | ? | -17% | 5%
C#CCOc1ccccc1/C=C1/C(=O)ON=C1C | 0% | 3 | -38%[inhibitor] | 7% | 5 | 10% | -2% | ? | 4%
O=C(Nn1cnnc1)c1ccc(Cl)c([N+](=O)[O-])c1 | -6% | 0 | i | 3% | -5 | 14% | 47% | -9% | 2%
O=C(COC(=O)C1C2CC3OC(=O)C1C3C2)Nc1ccccc1 (stereo not given) | -2% | -23 | -22% | 8% | -11 | -2% | 6% | -10% | 6%
CSc1ncccc1C(=O)OCC(=O)NC1CCC(C)CC1 (stereo not given) | 4% | -6 | -20% | 11% | -1 | 7% | 3% | 12% | 5%
CN1/C(=c2/s/c(=C3/C(=O)N(c4ccccc4)NC3=Nc3ccccc3)n(C)c2=O)C(C)(C)c2ccccc21 | ? | -11 | i | -31%[inhibitor] | -6 | 1.4µM* | 3% | 3% | 16%
CC(/C=N/n1c(-c2cc(C)[nH]n2)n[nH]c1=S)=C\c1ccccc1 | -2% | -17 | i | 2% | -2 | 80%[activator] | ? | 0% | -1%
Cc1ccc2cc(-c3noc(C(C)(C)C)n3)c(=O)[nH]c2c1 | -1% | 6 | -10%[57.5 µM] | 4% | -3 | 9% | 18µM* | 5% | -11%
CCN1CCN(C(=O)C2c3cc(OC)c(OC)cc3C(=O)N3CCc4ccccc4C23)CC1 (stereo not given) | 1% | -4 | i | -6% | -10 | 27% | -6% | -17% | -15%
COc1cc(OC)cc(C(=O)NC2CCN(CCCOc3ccccc3)CC2)c1 | -8% | -15 | -49%[inhibitor] | 6% | -11 | -32% | -6% | 16% | 4%
COc1ccc([N+](=O)[O-])cc1/C=N/NC(=O)/C(=C\c1cccs1)NC(=O)c1ccccc1 | 1% | -22 | -14% | 1% | -9 | ? | -12% | 0% | -8%
COc1ccc(CCNC(=O)C2CCN(C(=O)c3ccc(C(C)(C)C)cc3)CC2)cc1 | -7% | 0 | -9% | 2% | -8 | ? | ? | 8% | 2%
Cc1onc(-c2ccccc2)c1NC(=O)N(CCC#N)Cc1ccccc1 | 13% | -4 | i | 5% | -6 | -6% | -26% | -12% | -2%
Cc1c(C(=O)OC2CCCC2)[nH]c2c1C(=O)CC(c1ccco1)C2 (stereo not given) | -19% | -22 | -11% | 21% | -3 | ? | 0.58µM* | 13% | -6%
CC(=O)C1=C(C)Nc2ncnn2C1c1ccc(C)cc1 (stereo not given) | ? | 11 | -40%[inhibitor] | -2% | 2 | 5% | -10% | 1% | 4%
O=C1SCCC1NC(=O)C(c1ccccc1)c1ccccc1 (stereo not given) | ? | -7 | i | 3% | -7 | -27% | -8% | -3% | -6%
Cc1ccc(NC(=O)Nc2ccc(C(=O)N3CCOCC3)cc2)cc1 | 1% | -23 | -2%[57.5 µM] | -1% | 2 | 6% | 5% | -3% | 2%
O=C(CCS(=O)(=O)c1ccc(Br)cc1)Nc1ccc(Cl)c(C(F)(F)F)c1 | 11% | nt | i | nt | -10 | ? | 6% | -1% | nt
CC1=Nn2c(nnc2-c2n[nH]c3c2CCC3)SC1 | -13% | -2 | -9% | -5% | 2 | 32%[activator] | ? | -6% | -4%

Some of the entries so far, comma-delimited:
canonical_smiles,GLP1R cytotox,D3 antag,PTHR1 ag,GLP1R ag,D3 ag,GLP1R inv ag,KB-V1 cytotox,TDP-43 yeast inh,aSyn yeast inh
Cc1ccc2cc(-c3noc(C(C)(C)C)n3)c(=O)[nH]c2c1,-1%,6,-10%[57.5 µM],4%,-3,9%,18µM*,5%,-11%
Cc1c(C(=O)OC2CCCC2)[nH]c2c1C(=O)CC(c1ccco1)C2 (stereo not given),-19%,-22,-11%,21%,-3,?,0.58µM*,13%,-6%
